Assay outcomes (PubChem)
ERG-DNA inh: blocks human ERG Ets domain binding to DNA. P11308. fluorescence polarization, His-ERG Ets domain / labelled DNA. Potency, µM (doses to about 76.9 µM), for inactives: at the highest dose FP activity, negative = inhibition, most hits filed as inhibitors. 0.028% of 370,000 active. AID 624246; active means well fitted inhibition curve with a large enough effect in the polarisation, with a control signal flat; inconclusive means small, poorly fitted or top-dose-only effect, or effect the other way, or a change in a side signal; inactive means no such curve, though single readings can be large or run the other way; the % refers to the polarisation;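 further: polarization taken with two DNA probes labelled with fluorescein and Texas red; potency means the concentration at half of the fitted maximal effect; % of control where 0% means no effect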
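His-tagged ERG Ets domain (1 uM in the protein solution; 300mM KCl, 50mM Tris-HCl, 1mM EDTA, 1mM DTT, pH 7.5) received compound, then a probe mix of 5 nM fluorescein-DNA and 100nM Texas-615-DNA. Fluorescence polarization was read for both dyes.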
POLK inh: inhibitors of human DNA polymerase kappa. purified Pol kappa, fluorescent DNA synthesis assay, 10 min. Potency, µM (highest dose often 107 µM), for inactives: at the top dose activity, negative = inhibition, usual class: inhibitors. 0.53% of 400,000 active. AID 588579; further: potency means the concentration at half of the fitted maximal effect; on the % scale 0 is the no-effect control and ±100 the full control effect
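Readout: fluorescence, taken kinetically at 0 and 10 min. Conditions: 10 nM Pol kappa, 15 min RT compound preincubation, 50 nM substrate final. Controls: enzyme-free buffer wells.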
Apoferritin bind: candidate novel general anesthetic via apoferritin binding; Potency, µM (titrated, usually from 77.5 µM), for inactives: at the top dose activity change, negative = displacement, hits mostly inhibitors; P02791; apoferritin/1-aminoanthracene competitive binding, fluorescence; 0.074% of 350,000 active; further: potency means the concentration at half of the fitted maximal effect; on the % scale 0 is the no-effect control and ±100 the full control effect; nearly all actives have a fitted effect of over 20% in size
Target sequence (P02791 2-175 limits assumed): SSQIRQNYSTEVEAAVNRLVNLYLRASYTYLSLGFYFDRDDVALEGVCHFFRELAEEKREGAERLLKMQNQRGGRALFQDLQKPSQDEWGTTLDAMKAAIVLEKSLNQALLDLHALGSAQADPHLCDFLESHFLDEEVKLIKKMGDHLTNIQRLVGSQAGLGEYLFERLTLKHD
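In PBS, apoferritin at 10 uM is loaded with 1-AMA from a 50% saturated solution. After 10 min of compound exposure at ambient temperature, reduced 535 nm fluorescence indicates probe displacement.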
POLB inh: DNA polymerase beta (human) inhibition; P06746; Pol beta primer extension/strand displacement, fluorescence kinetic; Potency, µM (top dose mostly 114 µM), for the others: at the highest dose activity change, negative = inhibition, usual class: inhibitors; 1.3% of 340,000 active; AID 485314; further: potency means the concentration at half of the fitted maximal effect; on the % scale 0 is the no-effect control and ±100 the full control effect
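Human Pol beta at 10 nM; strand-displacement substrate 50 nM final. Compound exposure 15 min at room temperature before start, reaction 10 min at room temperature.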
APE1 inh: APE1 (human) endonuclease inhibition; recombinant APE1, TAMRA/BHQ-2 abasic DNA cleavage fluorescence; Potency, µM (series often up to 65.8 µM), for inactives: at the top dose activity change, negative = inhibition, most hits filed as inhibitors; P27695; 0.35% of 350,000 active;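 further: potency means the concentration at half of the fitted maximal effect; plate controls were vehicle for no effect and reference inhibitor for full effect; nearly all actives have a fitted effect of over 55% in size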
Target sequence (P27695 whole entry, looked up): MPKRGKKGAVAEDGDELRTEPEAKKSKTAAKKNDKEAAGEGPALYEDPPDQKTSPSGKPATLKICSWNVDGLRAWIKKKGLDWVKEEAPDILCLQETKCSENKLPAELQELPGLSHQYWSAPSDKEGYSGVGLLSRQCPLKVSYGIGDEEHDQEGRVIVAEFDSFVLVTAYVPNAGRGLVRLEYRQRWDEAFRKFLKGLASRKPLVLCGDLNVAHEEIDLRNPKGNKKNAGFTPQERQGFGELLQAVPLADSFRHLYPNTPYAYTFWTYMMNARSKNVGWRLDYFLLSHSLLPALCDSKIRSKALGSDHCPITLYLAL
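Substrate: short duplex with […] THF abasic site, 5'-TAMRA and 3'-BHQ-2, 50 nM final. APE1 at 0.75 nM, preincubated 15 min RT with compound. Fluorescence increase from first to third read measured activity.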
ALOX12 inh: inhibitors of human 12S-lipoxygenase ALOX12; P18054; purified 12hLO, xylenol orange hydroperoxide absorbance; Potency, µM (top dose mostly 108 µM), for the others: at the top dose activity change, negative = inhibition, most hits filed as inhibitors; 1.1% of 580,000 active; AID 1671190; further: potency means the concentration at half of the fitted maximal effect; on the % scale 0 is the no-effect control and ±100 the full control effect
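Purified human 12hLO (150 nM final) in 25 mM Hepes, 0.01% Triton X-100, pH 7.0 was preincubated 15 min at room temperature with compound. Then 40 uM arachidonic acid was added, 30 min. Hydroperoxide was read by Fe-XO absorbance ratio 573/405 nm.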
BLM inh: blocks DNA unwinding by human BLM helicase; P54132; recombinant BLM DNA unwinding, fluorescence dequenching; Potency, µM (doses to about 56.1 µM), for inactives: at the top dose activity change, negative = inhibition, actives largely listed as inhibitors; 0.2% of 350,000 active; AID 2528;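 further: potency means the concentration at half of the fitted maximal effect; plate controls were vehicle for no effect and no enzyme for full effect; nearly all actives have a fitted effect of over 35% in size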
TRHR agonist: TRH receptor (human) agonism; P34981; TRHR cells, calcium flux fluo-8, FDSS agonist mode; activation, % at 2 µM; 0.18% of 360,000 active; AID 493084; in the data active means activation above about 30%; further: 0% is about no effect
Target sequence (P34981 whole entry, looked up): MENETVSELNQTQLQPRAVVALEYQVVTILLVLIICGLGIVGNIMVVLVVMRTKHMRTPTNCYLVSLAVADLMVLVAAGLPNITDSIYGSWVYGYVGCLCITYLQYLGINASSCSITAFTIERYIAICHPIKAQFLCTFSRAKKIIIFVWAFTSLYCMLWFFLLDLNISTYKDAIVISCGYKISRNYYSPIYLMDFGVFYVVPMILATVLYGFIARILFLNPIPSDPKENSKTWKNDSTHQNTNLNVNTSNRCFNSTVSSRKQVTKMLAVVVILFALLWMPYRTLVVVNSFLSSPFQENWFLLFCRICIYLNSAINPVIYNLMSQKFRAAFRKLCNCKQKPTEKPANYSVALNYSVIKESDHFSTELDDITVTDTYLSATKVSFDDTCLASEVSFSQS
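TRHR-expressing cells, plated overnight in medium with 10% serum, were loaded with fluo-8 calcium dye at room temperature. After a 10 s baseline, library compound was pin-added and calcium release was recorded kinetically (ex 480/em 530) as agonist response.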
POLI inh: inhibitors of human DNA polymerase iota; Q9UNA4; Pol iota fluorescent replication assay, 10 min; Potency, µM (titrated, usually from 115 µM), inactives show top-dose activity, negative = inhibition, hits mostly inhibitors; 1% of 390,000 active; further: potency means the concentration at half of the fitted maximal effect
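Fluorescent replication assay read twice, at 0 min and 10 min after adding 50 nM (final) substrate. Enzyme (10 nM) and compounds were first incubated 15 min at room temperature; enzyme-free buffer wells were negative controls.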
* hit, by the source's call; ? = inconclusive; · = no result given; & = joins results of further samples; [ ] = dose if it differs, or a comment. Unless noted, the call rests on the fitted dose curve; in most records, active means well fitted curve in the direction sought with a large enough effect; inconclusive means small, poorly fitted or top-dose-only effect, or another doubt; inactive means no such curve, though single readings can be large; an effect the other way counts as inactive or inconclusive. These rows are one share of the data; rates above refer to the full screens.

SMILES	ERG-DNA inh	POLK inh	Apoferritin bind	POLB inh	APE1 inh	ALOX12 inh	BLM inh	TRHR agonist	POLI inh
O=C(CCSc1ccccc1)NC(=O)COC(=O)C1CCCCC1	-2.4%	-12.6%	?	4.5%	-7.3%	-3.3%	4.3%	3.7	14.9%
S=C1NC2=C(C(c3ccc(Br)cc3)N1)N1CCC2CC1 (stereo not drawn)	7.6%	9.2%	-9.4%	11.8%	-0.2%	423.6%[activator]	-1.1%	1.1	-12.0%
COc1ccccc1/C=C/C(C)=O	0.4%	-1.3%	9.6%	37.3%	16.7%	21.8%	2.1%	0.0	167.8%[activator]
CCC(CC)C(=O)c1c[nH]c(C(=O)NCCOC)c1	2.5%	-2.7%	-3.6%	3.9%	0.1%	3.4%	-4.4%	0.4	123.8%[activator]
CN(C(=O)c1c(Br)cnn1C)C12CC3CC(CC(C3)C1)C2	·	·	?	26.5%	0.4%	9.1%	-2.4%	-0.1	·
COc1ccc2nc(NC(=O)c3ccccc3C(=O)O)sc2c1	17.6%	11.5%	8.8%	45.1%	-6.3%	-9.4%	-1.2%	0.5	9.5%
Cc1nc2ccc(NC(=O)c3ccc(Cl)nc3)cc2s1	4.8%	4.1%	-3.7%	2.7%	3.0%	101.3%[activator]	2.5%	0.5	-11.6%
O=C(NCCc1ccccc1)C(=O)NCC1CCCN1S(=O)(=O)c1cccs1 (stereo not drawn)	0.0%	-0.5%	·	·	-13.9%	?	·	0.0	11.1%
Cc1ccccc1OCc1nnc(SCC(=O)NCc2ccco2)n1C	-7.0%	-2.7%	-6.2%	0.6%	7.0%	?	-2.4%	-0.7	99.1%[activator]
N#Cc1cnc(SCCc2ccccc2)nc1N	3.8%	-5.4%	-18.2%	0.3%	2.0%	13.3%	-5.6%	-0.6	6.2%
COc1cccc(CN2CCC(n3nccc3NC(=O)C3CC3)CC2)c1	2.3%	1.5%	-4.6%	40.2%	19.9%	-33.6%	1.1%	0.4	13.8%
CCCCn1c(SCC(=O)NCc2ccco2)nc2ccccc2c1=O	-1.0%	-7.9%	-11.9%	?	2.9%	-2.6%	-1.3%	-1.1	11.2%
COC(=O)[C@H](C(C)C)n1c(C)c(C(C)=O)c(C(C)=O)c1C	1.2%	-1.9%	4.3%	-29.8%	2.7%	48.7%[activator]	0.0%	0.8	15.4%
COc1cccc(CNC(=O)CCn2c(=O)c3cccn3c3ccc(F)cc32)c1OC	3.1%	-15.9%	-2.3%	-1.2%	·	-20.9%	-2.2%	-1.0	-4.5%
CC(=Nc1ccc(C)c(C)c1)C1=C(O)CSC1=O	10.2%	-2.4%	?	25.0%	1.5%	0.0%	-2.9%	0.3	21.4%
CS(=O)(=O)N(CC(=O)N1CCN(c2ccccc2)CC1)C1CCCCC1	4.9%	6.4%	-16.0%	0.0%	2.6%	-19.1%	-4.4%	0.4	14.5%
CC(C)c1ccc(NC(=O)CSC2=Nc3ccccc3C3=NC(CCC(=O)NC4CCCCC4)C(=O)N23)cc1 (stereo not drawn)	0.1%	0.0%[60.1 µM]	0.9%	0.2%	·	5.5%	2.2%	-0.3	10.3%
O=C(O)Cn1c(=O)c(-c2ccccc2)nc2ccccc21	2.9%	-7.6%	7.0%	6.2%	3.8%	?	1.2%	1.0	5.6%
CCn1c(=O)c2c3c(sc2n2c(SCc4ccc(F)cc4)nnc12)CCCC3	2.4%	-14.1%	·	·	·	0.0%	·	·	27.0%
Cc1nc2ccccc2c(=O)n1Cc1ccc([N+](=O)[O-])cc1	-7.6%	-3.5%	-10.4%	18.1%	22.1%	18.1%	-4.3%	0.8	20.1%
C=C(C)Cn1c(NCCOC)nc2c1c(=O)[nH]c(=O)n2C	-2.7%	0.0%	4.3%	9.2%	10.8%	?	0.8%	0.3	-12.2%
CC(/C=N/n1c(COc2ccccc2)n[nH]c1=S)=C\c1ccccc1	-9.8%	-7.2%	?	37.9%	-2.7%	?	-16.0%	1.6	21.2%
COc1ccc(CN(C)C(=O)c2cccc(NS(=O)(=O)c3ccccc3)c2)c(OC)c1	-6.6%	-15.9%	?	-10.8%	7.4%	-6.8%	-4.8%	0.9	-13.8%
CN(C)c1cc(NC(=O)CN2CCOCC2)c2ccccc2n1	3.3%	-26.4%	5.0%	0.3%	-11.0%	·	49.1%[activator]	0.2	?
COc1cccc(C(=O)Nc2nnc(SCC(=O)NC3CC3)s2)c1	5.9%	2.0%	-2.1%	30.4%	24.0%	-28.0%	-0.5%	0.3	35.9%[activator]
COc1cc2c(cc1OC)CN(C(=O)CCNS(=O)(=O)c1ccc(Br)cc1)CC2	-1.0%	-2.6%	·	·	9.8%	?	·	0.0	24.4%
N#Cc1ccc(NC(=O)Cn2c3[n+](c4ccc(C(F)(F)F)cc42)CCCCC3)cc1	1.4%	-0.8%	-8.5%	40.7%[activator]	24.1%	?	-0.9%	0.6	60.4%[activator]
COc1ccc(C2(C(=O)Nc3nncs3)CCCC2)cc1	8.5%	-5.1%	-14.1%	10.2%	3.6%	0.2%	-1.0%	0.2	-3.3%
CCN(CC)S(=O)(=O)c1ccc(NCC2COc3ccccc3O2)c([N+](=O)[O-])c1 (stereo not drawn)	2.3%	-13.9%	-18.8%	17.0%	2.8%	0.9%	2.9%	1.2	7.8%
O=C(NC1CC1)c1ccc(CS(=O)c2ccccc2)o1 (stereo not drawn)	10.7%	7.8%	-9.3%	1.2%	31.7%	1.5%[57.4 µM]	-0.9%	0.5	?

Single records, from the list above.
`O=C(CCSc1ccccc1)NC(=O)COC(=O)C1CCCCC1` in the list: ERG-DNA inh = -2.4%; POLK inh = -12.6%; Apoferritin bind = ?; POLB inh = 4.5%; APE1 inh = -7.3%; ALOX12 inh = -3.3%; BLM inh = 4.3%; TRHR agonist = 3.7; POLI inh = 14.9%
`Cc1ccccc1OCc1nnc(SCC(=O)NCc2ccco2)n1C` in the list: ERG-DNA inh = -7.0%; POLK inh = -2.7%; Apoferritin bind = -6.2%; POLB inh = 0.6%; APE1 inh = 7.0%; ALOX12 inh = ?; BLM inh = -2.4%; TRHR agonist = -0.7; POLI inh = 99.1%[activator]

(more compounds)
SMILES	ERG-DNA inh	POLK inh	Apoferritin bind	POLB inh	APE1 inh	ALOX12 inh	BLM inh	TRHR agonist	POLI inh
COc1ccccc1-n1c(CNc2ccc(F)cc2)nnc1SCC(=O)Nc1cc(C)on1	3.4%	-5.8%	-3.0%	7.8%	18.1%	374.5%[activator]	-1.2%	0.3	-6.1%
CCOc1ccc(NC(=S)/C(=C(\[O-])c2ccc(C)c([N+](=O)[O-])c2)[n+]2ccccc2)cc1	-3.7%	-5.0%	-17.0%	2.7%	2.1%	·	-0.5%	-1.0	1.1%
CC1=C(C(=O)O)N2C(=O)C(NC(=O)c3nn(C)c(C)c3Cl)C2SC1 (stereo not drawn)	-4.3%	-25.7%	-1.3%	8.8%	-3.1%	?	5.2%	0.8	?
CNC(=S)Nn1cnc2ccccc21	-7.7%	9.3%	-3.2%	23.0%	4.6%	-21.2%	0.5%	0.2	0.9%
Cc1cc(C(=O)CSc2n[nH]c(N)n2)c(C)n1-c1ccccc1	1.6%	-11.8%	-8.9%	3.8%	-5.8%	-9.5%	-0.7%	-0.7	14.4%
CCN(CC(=O)NCc1cccs1)C(=O)/C=C/c1ccc(Cl)c(Cl)c1	0.1%	-1.7%	·	·	2.7%	?	·	0.1	6.8%
O=c1c2c(nc3cc(-c4ccc(Br)cc4)[nH]n13)CCCC2	6.3%	-9.8%	-7.9%	-5.1%	5.9%	0.6%	-3.1%	0.6	30.4%[activator]
CSc1ccccc1NC(=O)Nc1ccc(Cl)cc1	6.8%	11.3%	-21.0%	0.7%	16.7%	?	-7.6%	-0.3	8.5%
O=C(/C=C/c1ccccc1)CC(O)(c1ccccc1)C(F)(F)F (stereo not drawn)	·	-13.4%	?	10.1%	1.3%	6.3%	-7.2%	-1.1	?
CN(C(=O)COC(=O)c1ccccc1Cc1ccccc1)c1c(N)n(Cc2ccccc2)c(=O)[nH]c1=O	-14.5%	-18.5%	·	·	10.3%	?	·	0.4	7.0%
COc1ccc(-n2nnnc2/C=C\Nc2ccc(C)cc2)cc1	2.7%	-12.6%	-0.8%	-27.8%	-2.8%	0.4%	-5.0%	0.2	-6.0%[58.9 µM]
Nc1cccc(C(=O)OCC(=O)c2ccccc2)c1	-9.2%	-14.5%	-14.5%	3.6%	2.5%	-28.4%	-1.0%	-0.2	-1.2%
COc1ccc(C(CC(=O)N2CCCC(C)C2)c2c(O)cc(OC)cc2OC)cc1 (stereo not drawn)	8.6%	-9.4%&-10.4%	-13.5%&0.1%	1.1%	-5.1%&11.7%	0.0%	-2.8%&-6.4%	-0.6	25.5%&-5.6%
CCOc1ccc(CNC(=O)c2sc3ncnc(N(C)C4CCCCC4)c3c2C)cc1	-1.4%	-4.4%[60.1 µM]	6.5%	0.3%	·	-23.8%	-5.8%	0.0	2.1%
CS(=O)(=O)N(CCc1ccccc1)CC(=O)N1CCCC1	8.3%	-10.2%	25.9%	-16.6%	-5.4%	3.8%	-1.6%	0.4	54.0%[activator]
CSCC[C@H](NC(=O)[C@H](CCCN=C(N)N)NC(=O)[C@@H]1CCCN1C(=O)[C@H](Cc1ccccc1)NC(=O)[C@H](C)NC(=O)[C@H](CC(C)C)NC(=O)[C@H](Cc1ccc(O)cc1)NC(=O)[C@H](CC(N)=O)NC(=O)[C@@H](N)CCSC)C(N)=O	·	19.7%[60.1 µM]	-8.3%	·	0.9%	·	2.3%	·	·
Clc1cccc(Nc2ncnc3c2cnn3-c2ccccc2)c1	2.7%	-12.7%	4.6%	3.0%	?	?	-20.0%	-1.1	12.1%
